# HT1080 IDH1KD tx: toxicity to HT-1080 IDH1 knockdown cells (counter line); HT-1080 IDH1 knockdown viability, ATP luminescence, 48 h; Potency, µM (highest dose often 46.1 µM), without a hit: at the highest dose activity, negative = toxicity, most hits filed as cytotoxic; hit rate 2% among 360,000; AID 686971;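 note: 0% = DMSO wells and -100% = cell-free medium wells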
#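 After a 2 h attachment period, IDH1KD HT-1080 cells took pin-transferred compound for 48 h at 37 °C; ATP-based luminescence after 10 min room-temperature reagent incubation reported viability.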
# TDP-43 yeast inh: TDP-43 toxicity inhibition in yeast. hit rate 1.8% among 410,000. AID 652104. Potency, µM (titrated, usually from 46.1 µM), without a hit: top-dose growth rescue (activation), most hits filed as activators. TDP-43 expressing yeast growth rescue, BacTiter-Glo, 24 h; note: % of control where 0% means no effect; nearly all actives have a fitted effect of over 50% in size
#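 Growth rescue of TDP-43-toxic yeast measured as ATP luminescence (BacTiter-Glo). Cells grown to mid-log in raffinose, induced in galactose at OD600=0.02, exposed to compound 24 hr at 30 deg C.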
# GLP1R inv ag: GLP-1 receptor (human) inverse agonism; P43220; HEK293 GLP-1R CRE-luciferase, luminescence, 24 h; GLP-1R form is constitutively active; Potency, µM (titrated, usually from 38.3 µM), inactives show top-dose activity change, negative = inhibition, most hits filed as inhibitors; hit rate 1.6% among 410,000; note: % is set by controls: 0 for no effect and ±100 for the full control effect; nearly all actives have a fitted effect of over 55% in size
# Target sequence (P43220 whole entry, looked up): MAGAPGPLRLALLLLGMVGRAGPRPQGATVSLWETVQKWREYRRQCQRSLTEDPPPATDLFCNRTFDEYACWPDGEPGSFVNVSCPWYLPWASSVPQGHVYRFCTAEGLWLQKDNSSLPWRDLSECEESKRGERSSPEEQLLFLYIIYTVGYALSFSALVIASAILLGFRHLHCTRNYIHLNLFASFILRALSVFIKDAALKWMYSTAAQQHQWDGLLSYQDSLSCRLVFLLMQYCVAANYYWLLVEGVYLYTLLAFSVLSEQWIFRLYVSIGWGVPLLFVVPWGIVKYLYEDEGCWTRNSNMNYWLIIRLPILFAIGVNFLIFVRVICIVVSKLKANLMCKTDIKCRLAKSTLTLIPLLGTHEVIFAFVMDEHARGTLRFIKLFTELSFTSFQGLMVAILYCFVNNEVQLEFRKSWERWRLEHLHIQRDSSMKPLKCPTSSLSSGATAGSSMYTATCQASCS
#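 Using stably transfected HEK293 (constitutively active GLP-1R, cAMP-luciferase reporter), compounds were incubated 24 hr and luciferase measured by luminescence.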
# SW480 rerep: induces DNA re-replication in SW480 colon adenocarcinoma cells; SW480 DNA re-replication, Hoechst DNA content imaging, 48 h; Potency, µM (highest dose often 46.1 µM), for the others: at the highest dose re-replication activation, usual class: activators; hit rate 1.8% among 340,000; note: % of control where 0% means no effect; nearly all actives have a fitted effect of over 55% in size
#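 DNA re-replication was detected as more nuclei of elevated Hoechst intensity after 48 hr exposure to compound (23 nL pinned per well of 250 cells).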
# KB-3-1 tox: KB-3-1 parental cell cytotoxicity; KB-3-1 viability, CellTiter-Glo ATP luminescence, 72 h; Potency, µM (titrated, usually from 46.1 µM), inactives show at the top dose activity change, negative = cytotoxic, most hits filed as cytotoxic; hit rate 1.4% among 400,000; AID 1347075; note: % is set by controls: 0 for no effect and ±100 for the full control effect; nearly all actives have a fitted effect of over 60% in size
#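 Cytotoxicity measured as CellTiter-Glo luminescence after 72 h at 37 C. Compound titrations were pinned onto drug-naive KB-3-1 parental adenocarcinoma cells grown in DMEM with 10% FBS, and normalized data fitted to concentration-response curves.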
# HT1080NT lethal: kills 2HG-producing HT-1080-NT fibrosarcoma cells. Potency, µM (titrated, usually from 46.1 µM), without a hit: at the highest dose activity, negative = less viability, usual class: cytotoxic. AID 686970. hit rate 1.6% among 360,000. HT-1080-NT fibrosarcoma viability, CellTiter-Glo ATP luminescence, 48 h;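 note: NT is the 2HG producing partner of a matched IDH1 knockdown line; 0% = DMSO-treated cells and -100% = media-only wells without cells; nearly all actives have a fitted effect of over 55% in size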
#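 A 48-hour cytotoxicity screen used HT-1080-NT cells plated 2 hours before compound delivery. ATP-based CellTiter-Glo luminescence measured viability, normalized to DMSO and no-cell controls.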
# GLP1R cytotox: cytotoxicity in counter-screen for GLP-1R inverse agonists | HEK293 cAMP-luciferase reporter cells, luminescence, 24 h | hit rate 0.13% among 410,000 | Potency, µM (top dose mostly 38.3 µM), for the others: at the top dose activity change, negative = inhibition, most hits filed as inhibitors;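 note: loss of luciferase light is scored as toxicity; % is set by controls: 0 for no effect and ±100 for the full control effect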
#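 Quantitative HTS format, 1536 wells, 200 cells/uL seeded. Compounds: 23 nL, 24 h, 37 °C. Detection: luciferase reagent, luminescence at 12 min RT; decreased signal taken as cytotoxic.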
# GLP1R ag: agonists of human GLP-1 receptor | P43220 | HEK293 GLP-1R CRE-luciferase, luminescence, 4-6 h; cells express a hypersensitive GLP-1R form | Potency, µM (top dose mostly 45.6 µM), for the others: at the highest dose activation, usual class: activators | hit rate 0.007% among 380,000 | AID 624172; note: % of control where 0% means no effect
# KB-V1 cytotox: kills drug-selected multidrug resistant KB-V1 cells; KB-V1 MDR cells viability, CellTiter-Glo, 72 h; Potency, µM (titrated, usually from 46.1 µM), for the others: at the top dose activity change, negative = cytotoxicity, usual class: cytotoxic; hit rate 3.4% among 400,000; note: % is set by controls: 0 for no effect and ±100 for the full control effect; nearly all actives have a fitted effect of over 60% in size
#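 qHTS viability screen in drug-selected KB-V1 MDR cells: 72 h compound treatment at 37 degrees C, ATP luminescence end point.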
# * = called active by the depositor; u = inconclusive; x = no result given; & = joins results of further samples; [ ] = remark or other dose. Calls come from the whole dose curve; as a rule, active = well fitted curve in the direction sought with a large enough effect; inconclusive = small, poorly fitted or top-dose-only effect, or another doubt; inactive = no such curve, though single readings can be large; an effect the other way counts as inactive or inconclusive. Potency is the fitted concentration of half-maximal effect. Outcome played no part in choosing rows; 9.4% or so of the library scored in one or more.
SMILES,HT1080 IDH1KD tx,TDP-43 yeast inh,GLP1R inv ag,SW480 rerep,KB-3-1 tox,HT1080NT lethal,GLP1R cytotox,GLP1R ag,KB-V1 cytotox
COc1ccc(-c2csc(-c3[nH]cnc3N)n2)cc1,2%,15%,11%,-2%,17%,-1%,5%,-2%,4%
Cc1nc(C(=O)O)cc2c1[nH]c1ccccc12,-1%,-11%,2%,u,0%,-1%,12%,-4%,-5%
COc1ccc(/C=C/C(=O)O)cc1S(=O)(=O)NCc1ccccc1,2%,-19%,5%,-7%,-1%,-1%,1%,0%,3%
O=C(c1cc(COc2c(F)cccc2F)on1)N1CCC(c2ccccc2Cl)C1 (stereo not given),0%,u,u,1%,14%,-10%,21%,u,u
CCOC(=O)c1c2c(n(Cc3ccccc3)c1C)C(=O)C(=O)c1ccccc1-2,u,u,u,4.1µM*,2.9µM*,23µM*,5µM*,-22%,3.3µM*
Cc1ccc(C(=O)NNC(=O)c2n[nH]c(=O)c3ccccc23)cc1C,11%,-18%,2%,-9%,-11%,21%,7%,7%,-5%
C=CCn1c(NCc2ccccc2)nc2ccccc21,-2%,-18%,-9%,0%,1%,-8%,-8%,27%,-11%
Cc1cc(C)cc(-n2ccnc2SCC(=O)Nc2nnc(C)s2)c1,x,29%,u,x,u,x,-22%,13%,u
COc1cc(C(CC(=O)N2CCN(c3ccccc3)CC2)c2c(OC)cc(OC)c3ccc(=O)oc23)cc(OC)c1OC (stereo not given),0%,5%,1%,-6%,11%,-3%,u,21%,42%
Cc1ccc(NC(=O)COC(=O)CNC(=O)c2ccc(Br)cc2)c(C)c1,15%,16%,5%,0%,-6%,21%,1%,-1%,-7%
Cc1c(/C=N/NC(N)=O)c2ccccn2c1C(=O)c1ccncc1,u,2%,55%[activator],-7%,0%,u,-18%,u,0%
Nc1cccc(Cl)c1N1CCOCC1,9%,0%,1%,-4%,12%,11%,9%,-6%,u
CC(C)(C)c1cc2ncnc(N3CCCCC3)c2s1,-6%,2%,u,4%,3%,-13%,0%,26%,0%
COc1ccccc1NC(=S)N=Nc1c(O)[nH]c2ccc(Br)cc12,-21%,11%,u,-1%,2.3µM*,8%,u,4%,u
COc1ccc(-c2c(N)nnc3c2[nH]c2ccccc23)cc1OC,-18%,8%,1%,8%,2%,-5%,9%,7%,11%
CCOC(=O)N/N=C(\C)c1ccccc1OC(F)F,1%,13%,8%,-4%,10%,6%,9%,8%,1%
Cc1c(C(=O)N2CCCCC2C)sc2nc3n(c(=O)c12)CCC3 (stereo not given),-1%,16%,16%,-7%,17%,18%,-3%,4%,11%
COCCNC(=O)C(C#N)c1nc2ccccc2nc1N1CCCCCC1 (stereo not given),-7%,4%,u,-210%[inhibitor],0%,9%,171%[activator],7%,4.1µM*
Cc1cccc(NC(=O)COC(=O)c2cccs2)c1C,9%,1%,2%,-6%,2%,6%,1%,12%,-3%
COc1cccc(C(=O)c2cn(CC(=O)Nc3cccc(Cl)c3C)c3nc(C)ccc3c2=O)c1,x,12%,4%,x,-1%,x,10%,x,-19%
Cc1nnc(NC(=O)c2ccc(Br)o2)s1,9%,22%,17%,-4%,5%,6%,0%,-3%,12%
COc1ccc(-c2cc3c(=O)n(CC(=O)Nc4ccc(C(C)=O)cc4)ncn3n2)cc1,-3%,-15%,16%,-3%,-13%,-3%,2%,-7%,-13%
COc1ccccc1NC(=O)c1cc2c(cc1Cl)N1CCCCCC1=NS2(=O)=O,10%,13%,20%,1%,x,-1%,-1%,-10%,x
COC(=O)c1ccc(CN2CCCC(C(=O)c3ccccc3OC)C2)cc1 (stereo not given),-2%,13%,u,-2%,12%,2%,-5%,6%,-3%
Cn1c(=O)c2c(nc(N/N=C/c3ccc(OC(=O)c4ccco4)cc3)n2Cc2ccccc2)n(C)c1=O,-4%,-24%,17%,-9%,u,-8%,4%,-2%,u
CCCCn1c(N)c(N(CCC(C)C)C(=O)c2ccc(N3CCCC3=O)cc2)c(=O)[nH]c1=O,5%,u,5%,-2%,0%,10%,-4%,8%,-5%
Cc1ccc(C(=O)OCC(=O)NCCN2C(=O)CSC2=O)cc1[N+](=O)[O-],-7%,18%,9%,-16%,1%,-3%,10%,-6%,-26%
Cc1cc(C)c(S(=O)(=O)Nc2ccc3oc4c(c3c2)CCCC4)cc1C,x,5%,u,x,-14%,x,26%,x,-20%
COC(=O)C1NC(=O)N2C(C(=O)OC)C(C)(C)S[C@H]12 (stereo not given in full),11%,11%,1%,12%,23%&11%,13%,6%,-1%,0%&6%
Cc1ccc(S(=O)(=O)CC(=O)N(CCCN(C)C)c2nc3ccc(C)cc3s2)cc1,-17%,5%,u,0%,3%,1%,5%,13%,-3%
COC(=O)c1cc(NC2c3ncccc3C(=O)N2Cc2ccccc2)cc(C(=O)OC)c1 (stereo not given),-4%,-8%,0%,18%,-17%,-8%[9.24 µM],14%,u,7%
O=C1CC(c2ccccc2)Cc2nc(NC3CC3)ncc21 (stereo not given),6%,u,11%,-8%,-7%,21%,-2%,9%,-8%
CCOc1ccc(NC(=S)NCCCN2CCN(c3ccc(OC)cc3)CC2)cc1,-19%,-3%,-22%,-5%,3%,0%,-24%,3%,u
CC(C)N1C(=O)S/C(=C/c2ccc3c(c2)n(C)c(=O)n3C)C1=O,7%,u,0%,u,4%,4%,-6%,6%,u
Cc1ccc2oc(C(=O)Nc3ccc(S(=O)(=O)N4CCCCC4C)cc3)cc(=O)c2c1 (stereo not given),x,17%,9%,x,0%,x,3%,x,13%
O=C(CSc1c(Cl)cccc1Cl)N1CCC(c2nc3ccccc3s2)CC1,-27%,-5%,u,8%,u,-19%,4%,6%,0%
COc1ccc(NC(=O)C2CCCN2C(=O)OCc2ccccc2)cc1 (stereo not given),5%,7%,-24%,-6%,27%,28%,-6%,7%,-20%
CCc1nc2c(OCc3ccc(F)c(F)c3)cccn2c1N(C)C(=O)C(C)C,-2%,10%,-9%,x,0%,-16%,-8%,-6%,1%
Cc1nnc(SCC(=O)N2CC(=O)Nc3ccccc32)n1-c1ccccc1,-6%,-22%,1%,3%,-8%,-9%,6%,-2%,-18%
O=C(Cn1ccsc1=NC(=O)C(F)(F)F)c1ccccc1,-3%,u,0%,-5%,16%,0%,-1%,0%,-1%
CCOC(=O)C1CCN(Cc2ccc(F)cc2)CC1,-3%,-9%,0%,0%,2%,12%[9.24 µM],-16%,-1%,1%
Cc1cccc(NC(=O)NNC(=O)COc2ccc([N+](=O)[O-])cc2)c1C,-8%,11%,u,1%,x,-7%,0%,0%,x
CCC(=O)OCC(=O)Nc1cc(C)c(C)cc1[N+](=O)[O-],0%,15%,15%,-1%,5%,4%,-17%,6%,20%
S=c1[nH]nc(-c2ccccn2)n1/N=C/c1c(Cl)cccc1Cl,2%,5%,11%,-13%,16%,5%,-7%,-2%,17%
COCCNC(=O)C1(C)CCCN(Cc2ccc(-c3ccccn3)cc2)C1 (stereo not given),u,12%,26%,x,0%,2%,16%,3%,-1%

# In the list so far, these have a thiophene ring, fused or not.
SMILES,HT1080 IDH1KD tx,TDP-43 yeast inh,GLP1R inv ag,SW480 rerep,KB-3-1 tox,HT1080NT lethal,GLP1R cytotox,GLP1R ag,KB-V1 cytotox
CC(C)(C)c1cc2ncnc(N3CCCCC3)c2s1,-6%,2%,u,4%,3%,-13%,0%,26%,0%
Cc1c(C(=O)N2CCCCC2C)sc2nc3n(c(=O)c12)CCC3 (stereo not given),-1%,16%,16%,-7%,17%,18%,-3%,4%,11%
Cc1cccc(NC(=O)COC(=O)c2cccs2)c1C,9%,1%,2%,-6%,2%,6%,1%,12%,-3%

# The results go on:
SMILES,HT1080 IDH1KD tx,TDP-43 yeast inh,GLP1R inv ag,SW480 rerep,KB-3-1 tox,HT1080NT lethal,GLP1R cytotox,GLP1R ag,KB-V1 cytotox
O=C(CCN=C1NS(=O)(=O)c2ccccc21)OCC(=O)c1ccccc1,11%,4%,-8%,3%,-4%,-1%,-3%,-7%,-1%
Cc1cc(SCC(=O)Nc2ccc(O)cc2)n2nc(C)c(-c3ccccc3)c2n1,u,13%,u,0%,-14%,u,-18%,25%,-12%
COc1ccccc1NC(=O)c1c(NC(=O)c2ccco2)sc2c1CCC(C(C)(C)C)C2 (stereo not given),x,0%,18%,x,11%,x,11%,x,8%
CSS(=O)(=O)c1cccc2cccnc12,-4%,-3%[1.82 µM],-7%,u,0%,-12%,-28%,0%,12%
Cc1ccccc1CN1CCN(Cc2cc3ccccc3o2)CC1CCO (stereo not given),0%,11%,u,-40%[inhibitor],0%,1%,-2%,13%,18%
CC(C)CNS(=O)(=O)c1ccc(CCC(=O)Nc2ccc3c(c2)OCCO3)cc1,-6%,-2%,-7%,-1%,-12%,-1%,6%,2%,-5%
Cc1cccn2cc(-c3ccc(F)cc3)nc12,7%,11%,0%,-5%,-18%,0%,8%,0%,0%
Cc1ccc(NC2=NCC(=O)N2c2ccc3c(c2)OCCO3)c(C)c1,12%,-7%,-10%,26%,16%,-1%,6%,1%,0%
COC(=O)CCCC(=O)Nc1ccc(Cl)c(Cl)c1,-1%,10µM*,5%,0%,23%,3%,-8%,3%,10%
CCc1ccc(OCCCC(=O)Nc2ccc(S(=O)(=O)Nc3cc(C)nc(C)n3)cc2)cc1,-24%,0%,-8%,-3%,-17%,-15%,-5%,0%,10%

# An excerpt from above, showing only HT1080 IDH1KD tx, GLP1R ag and KB-V1 cytotox.
molecule	HT1080 IDH1KD tx	GLP1R ag	KB-V1 cytotox
Cc1cc(C)cc(-n2ccnc2SCC(=O)Nc2nnc(C)s2)c1	x	13%	u
Cc1ccc(C(=O)NNC(=O)c2n[nH]c(=O)c3ccccc23)cc1C	11%	7%	-5%

# Compound activity deposited in PubChem by National Center for Advancing Translational Sciences (NCATS).
